GSK3 alpha inh: human GSK-3 alpha kinase inhibition; inhibition, % at 10 µM; hit rate 0.1% among 320,000; AID 2650; ADP-Glo luminescence, 60 min; P49840;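 in the data active = inhibition above about 50%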;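 also: GST-tagged GSK-3 alpha with peptide substrate and 25 µM ATP; 0% = DMSO neutral wells and 100% = GW8510 positive control wells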
RGS4 pot: RGS4 potentiation or activation; HEK293 M3R/inducible RGS4, carbachol calcium flux Fluo4; stronger effect = lower value; B-score at 10 µM; hit rate 0.92% among 310,000; AID 463111;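 active = B-score of the integrated calcium signal more than 4 SD below the library mean, with starting fluorescence not abnormally high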;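 also: negative B-score means reduced calcium response which marks RGS4 activation or potentiation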
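Test system: HEK293 cells with stable M3R and inducible RGS4; also added: carbachol at ECmax as muscarinic agonist stimulus; schedule: dye loading 30 min 37 °C, buffer rest 30 min RT; technique: kinetic calcium fluorescence imaging with Fluo4-AM dye, 2 µM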
KCNK3 block: human KCNK3 channel inhibition, primary screen | O14649 | CHO-KCNK3 thallium flux, FluxOR fluorescence; stronger effect = lower value | B-score at 10 µM | hit rate 0.84% among 340,000 | AID 602410;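 active = B-score under library mean minus 4 SD, starting fluorescence ratio at most library mean plus 5 SD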;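 also: more negative B-score means stronger inhibition of thallium flux through KCNK3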
HDAC3 inh: blocks human histone deacetylase 3. recombinant HDAC3, fluorogenic peptide/trypsin coupled, fluorescence. inhibition, % at 8.3 µM. AID 2718. hit rate 0.15% among 320,000; in the data active = inhibition above about 26%, passing the limit was not always enough; inconclusive = no clear call, values can overlap the other calls
KCNK9 inh: human KCNK9 channel inhibition | Q9NPC2 | HEK293 KCNK9, FluxOR thallium flux fluorescence; stronger effect = lower value | B-score at 10 µM | hit rate 1.2% among 310,000 | AID 488922;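 active = ratio B-score over 3 SD below the library mean, with starting fluorescence within 5 SD of its mean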;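 also: negative B-score means less thallium flux so channel inhibition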
GSK3B inh: inhibitors of human GSK3beta kinase; GST-GSK3beta kinase, ADP-Glo luminescence, 60 min; stronger effect = lower value; activity score (negative = inhibition), % at 10 µM; P49841; hit rate 0.038% among 300,000;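 active = more than half of replicate wells score below -50%, meaning over 50% inhibition versus plate controls; inconclusive = some replicates but at most half score below -50%; inactive = no replicate scores below -50%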;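 also: 0% = median DMSO wells and -100% = median GW8510 positive control wells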
Target sequence (P49841 whole entry, looked up): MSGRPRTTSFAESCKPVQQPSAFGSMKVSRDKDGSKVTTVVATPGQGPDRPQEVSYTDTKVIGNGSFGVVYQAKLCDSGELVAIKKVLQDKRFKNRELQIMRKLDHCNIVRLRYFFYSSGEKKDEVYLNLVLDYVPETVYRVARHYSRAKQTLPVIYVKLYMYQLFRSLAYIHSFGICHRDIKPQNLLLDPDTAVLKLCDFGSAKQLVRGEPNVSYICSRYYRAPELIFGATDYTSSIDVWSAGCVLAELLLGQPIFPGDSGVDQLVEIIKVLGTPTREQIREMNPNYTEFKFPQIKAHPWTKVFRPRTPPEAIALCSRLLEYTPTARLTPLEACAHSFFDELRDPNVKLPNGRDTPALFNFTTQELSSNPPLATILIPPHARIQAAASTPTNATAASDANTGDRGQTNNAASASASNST
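Assay system: GST-fused GSK3beta enzyme, cell-free / Medium: Tris pH 7.5 buffer with MgCl2, DTT, BSA, heparin / Also added: peptide substrate plus 25 µM ATP (final) / Compound: 10 µM single point / Timing: kinase reaction with compound 60 min at room temperature / Detection: ADP-Glo luminescence / Benchmarks: DMSO neutral wells and GW8510 at 20 µM as positive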
DYRK1A inh: inhibitors of rat Dyrk1A kinase; Q63470; ADP-Glo luminescence, NFATc1 peptide; inhibition, % at 12.5 µM; hit rate 0.43% among 310,000; in the data active = inhibition above about 50%;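 also: plate controls were vehicle with enzyme for no effect and no enzyme for full effect; many of its hits are not listed in these tables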
KCNQ1 inh: human KCNQ1 channel inhibition; P51787; CHO-K1 KCNQ1, FluxOR thallium flux fluorescence; stronger effect = higher value; B-score at 10 µM; hit rate 1.3% among 310,000; AID 2642;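 active = compounds whose thallium flux B-score, printed positive for inhibition, exceeds three library SD while starting fluorescence stays within three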;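 also: channel opened by potassium depolarization with thallium stimulus after 20 min compound exposure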
Target sequence (P51787 whole entry, looked up): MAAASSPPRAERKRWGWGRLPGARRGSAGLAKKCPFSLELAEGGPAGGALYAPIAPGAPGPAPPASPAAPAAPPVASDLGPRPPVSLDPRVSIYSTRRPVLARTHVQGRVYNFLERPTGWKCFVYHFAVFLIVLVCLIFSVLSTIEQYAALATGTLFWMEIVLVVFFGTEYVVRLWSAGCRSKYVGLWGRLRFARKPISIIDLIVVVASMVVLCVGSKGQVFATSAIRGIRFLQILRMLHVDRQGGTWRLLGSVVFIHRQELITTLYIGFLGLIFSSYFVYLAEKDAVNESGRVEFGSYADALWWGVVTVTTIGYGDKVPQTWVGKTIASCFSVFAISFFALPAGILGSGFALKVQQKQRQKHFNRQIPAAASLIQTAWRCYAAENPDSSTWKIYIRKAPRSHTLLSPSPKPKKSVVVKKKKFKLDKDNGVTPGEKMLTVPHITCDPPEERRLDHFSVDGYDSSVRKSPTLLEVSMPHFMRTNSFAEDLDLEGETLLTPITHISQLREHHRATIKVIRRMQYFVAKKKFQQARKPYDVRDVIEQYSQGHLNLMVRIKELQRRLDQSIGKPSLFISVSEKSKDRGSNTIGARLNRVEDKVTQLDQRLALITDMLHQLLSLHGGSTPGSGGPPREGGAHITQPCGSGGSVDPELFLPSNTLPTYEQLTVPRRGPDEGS
PolyA inh: yeast polyadenylation inhibition; S. cerevisiae SKY197-pL101 polyadenylation reporter, beta-gal luminescence; efflux-impaired pdr1/pdr3 knockout yeast; score 100 = 6 SD above DMSO; calls only at 12 µM; hit rate 0.02% among 300,000; AID 1875;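 active = lowest replicate activity score at least 50, where 100 means six control SD above control mean; inconclusive = lowest score under 50 but half or more replicates reach 50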;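 also: yeast exposed to compound for 9 h at 30 °C; higher score means more reporter readthrough which indicates perturbed polyadenylation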
KCNQ1 act: potentiators or activators of human KCNQ1 potassium channel; hit rate 0.35% among 310,000; P51787; AID 2648; B-score at 10 µM; CHO-K1 KCNQ1, thallium flux FluxOR fluorescence; stronger effect = higher value;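 active = fluorescence ratio B-score, a plate-corrected score, at least three library SD, with initial intensity B-score within 5 SD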
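Assay system: stable KCNQ1 CHO-K1 line; medium: assay buffer, equal DMSO in all wells; timing: 90 min dye loading and 20 min compound exposure, both at room temperature; technique: kinetic FluxOR thallium fluorescence, 10-s 1-Hz baseline, 110-s post-stimulus read; read-out basis: B score of baseline-normalized fluorescence ratio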
hERG rescue: shields human hERG channel from block by proarrhythmic agents. CHO-hERG, FluxOR thallium flux, dofetilide IC70 present. activation (rescue from dofetilide block), less the hit threshold, % at 10 µM. hit rate 0.51% among 310,000;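 active = activation above the mean of controls blocked by dofetilide plus 5 SD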;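 also: thallium influx through hERG after potassium depolarization seen as dye fluorescence rise; in these data hits start at about 4.7%; inactives centre near -7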
An asterisk follows results filed as active; i = inactive; u = inconclusive; x = no result given.

mol,GSK3 alpha inh,RGS4 pot,KCNK3 block,HDAC3 inh,KCNK9 inh,GSK3B inh,DYRK1A inh,KCNQ1 inh,PolyA inh,KCNQ1 act,hERG rescue
N=C1CCC(=N)c2c1c(O)c1ccccc1c2O,21,i,i,6,i,1,40,i,i,i,-24
CCOC(=O)c1cc(NC(=O)c2ccccc2)c(=O)n2c1oc1ccccc12,1,i,i,1,i,2,-4,i,i,i,-3
O=C(CSc1nc2ccccc2c(=O)n1Cc1ccco1)c1ccc(F)cc1,-3,i,-9.6*,24,i,0,-2,i,i,i,-10
Cc1nc2ccc(Nc3nc4cc(S(=O)(=O)N5CCOCC5)ccc4o3)cc2s1,-1,i,i,5,i,2,8,i,i,i,-12
c1ccc(-c2cn3cccnc3n2)cc1,-5,i,i,-194,i,0,10,i,i,i,-3
C=CCn1c(CSc2nc3ccccc3s2)n[nH]c1=S,-1,i,i,8,i,4,3,i,i,i,-9
COc1ccc2c(c1)-c1c(ssc1=S)C(C)(C)N2,1,i,i,13,i,-60*,32,i,x,i,-7
NNC(=O)c1csc(Cc2c(Cl)sc3ccc(Cl)cc23)n1,0,i,i,-3,i,1,-1,i,i,i,-16
CC(C)NC(=O)c1cccc2c1-c1ccccc1C2=O,-1,i,i,-12,i,7,1,i,i,i,-5
O=C(Nc1ccccc1C(F)(F)F)C1CC(=O)N(c2ccccc2F)C1 (centres undefined),-2,i,i,2,i,1,3,i,i,i,-11
Cc1ccc(S(=O)(=O)N2CCN(C(=O)CNC(=O)c3sc4ccccc4c3Cl)CC2)cc1,-2,i,i,1,i,-2,x,i,i,i,-11
COc1ccc(/C=C(/NC(=O)/C=C/c2ccccc2)C(=O)O)cc1,-6,i,i,-6,i,2,0,i,i,i,-8
CC1(c2ccccc2)NC(=O)N(CC(=O)Nc2ccc(N3CCOCC3)cc2N2CCOCC2)C1=O (centres undefined),-2,i,i,2,i,-2,-6,i,i,i,-10
COC(=O)Nc1ccccc1C(=O)N1CCC(O)(c2ccc(Cl)cc2)CC1,-1,i,i,1,i,-1,3,i,i,i,-9
Cc1nc2ccc(NC(=O)N3CCCCC3)cc2nc1C,0,i,i,-23,i,-3,-4,i,i,i,-6
COc1cc(-c2nc3n(n2)C(c2ccncc2)C(C(N)=O)=C(C)N3)cc(OC)c1OC (centres undefined),1,i,i,-2,i,-3,-6,i,i,i,-3
O=C(Cc1ccc2c(c1)CCCC2)Nc1ccccc1Cl,3,i,i,12,i,-3,x,i,i,i,-13
COc1ccc(OC(C)C(=O)N2CCN(c3ccccn3)CC2)cc1 (centres undefined),-1,i,i,-6,i,5,-1,i,i,i,0
O=C(c1ccc2ncsc2c1)N1CCN(c2nc3ccccc3s2)CC1,-1,i,i,-16,i,0,-3,i,i,i,-10
O=C(/C=C/c1cccc([N+](=O)[O-])c1)c1ccc([N+](=O)[O-])o1,-2,i,i,7,i,0,2,i,i,i,-22
COc1cc(/C=N/N(C)c2ccccc2)cc(Cl)c1O,-11,i,i,-5,i,-3,-8,i,i,i,-14
CCOc1ccc(CCNC(=O)C(C)N2C(=O)CC(C)(C)Sc3ccccc32)cc1 (centres undefined),9,i,i,1,i,3,6,i,i,i,-5
CC(C)Oc1ccc(C(CC(=O)O)NC(=O)Cc2ccc(Cl)cc2)cc1 (centres undefined),-3,i,i,7,i,-1,-1,i,i,i,-10
CCOc1ccc(Nc2nc(N)nc(CCl)n2)cc1,-3,i,i,-1,i,0,-5,i,i,i,-7
COc1ccccc1S(=O)(=O)Cc1ccc(C(=O)NC2CC2)o1,-1,i,i,-1,i,-1,6,i,i,i,-5
CC1CCCCC1NC(=O)C1CCN(C(=O)c2sccc2-n2cccc2)CC1 (centres undefined),-1,i,i,2,i,3,-5,i,i,i,-10
Cc1ccc(-c2csc(/C=C3\SC(C)C(=O)N3CC(=O)Nc3ccccc3F)n2)cc1 (centres undefined),-2,i,i,5,i,1,0,i,i,i,-11
O=C(Cn1ccc(C(F)(F)F)n1)N/N=C/c1ccc2c(c1)OCO2,2,i,i,-10,i,1,1,i,i,i,-3
Cc1ccc(NC(=O)Cn2c(=O)c3cccn3c3ccccc32)cc1,x,i,i,-1,i,3,-1,i,i,i,-11
CCOCCCNS(=O)(=O)c1ccc2c(c1)oc(=O)n2CC(=O)OCC,4,i,i,7,i,2,-18,i,i,i,-8
C=CCn1cnc2scc(-c3ccccc3)c2c1=O,1,i,i,6,i,5,12,i,i,i,-6
O=C(Nc1nccs1)c1ccc(Br)o1,2,i,i,3,i,-5,x,i,i,i,0
CCCn1c(SCC(=O)NCCc2ccccc2)nnc1-c1cccnc1,0,i,i,u,i,6,2,i,i,i,-8
CCCCC1=CC2=CC(=O)C(C)(OC(=O)C3CCCC3)C(=O)C2=CO1 (centres undefined),-1,i,i,-4,i,0,-3,i,i,i,-8
CCN(C(=O)CSc1nc2cc(Cl)ccc2c(=O)n1CC(C)C)C1CCS(=O)(=O)C1 (centres undefined),-4,i,-11*,12,i,3,5,i,i,i,-14
COc1ccccc1Cn1c(C(C)C)nc2ccccc21,-2,i,i,5,i,0,1,i,i,i,-8
CCOc1ccc(NC(=O)CN(c2ccc(OCC)cc2)S(=O)(=O)c2c(C)[nH]c(=O)[nH]c2=O)cc1,-4,i,i,0,i,4,-3,i,i,i,-3
CS(=O)(=O)N1CCN(c2ccc(NC(=O)CSc3ccc(Cl)cc3)cc2)CC1,0,i,i,-6,i,5,9,i,i,i,-6
NC(=O)c1cc(C(N)=O)nc(Cl)n1,-2,i,i,-1,i,0,-1,i,i,i,-7
C/C=C/C(=O)N1CC2(CC(c3cccc(NC(=O)CC)c3)=NO2)C[C@H]1C(N)=O (some centres undefined),-2,i,i,0,i,2,x,i,i,i,-8
CCCN(CCC)CCCNC(=O)c1cc2c(-c3ccc(OC)c(OC)c3)nn(C)c2s1,0,i,i,3,i,-6,3,i,i,i,-2
CC1CCC/C(=C\Nc2ccc(O)cc2)C1=O (centres undefined),16,i,i,3,i,-8,-3,i,i,i,-17
COc1ccc(/C=N/OCC(=O)Nc2ccc3c(c2)OCO3)c(OC)c1,-2,i,i,11,i,2,x,i,i,i,-8
CC(Oc1ccc(F)cc1)C(=O)Nc1cc(S(=O)(=O)N2CCCCC2)ccc1N1CCOCC1 (centres undefined),-3,i,i,-5,i,0,21,i,i,i,-10
CCOC(=O)C1=C(c2ccccc2)N(C)C(=O)NC1c1ccc(OC(F)F)c(OC)c1 (centres undefined),0,i,i,5,i,0,-3,i,i,i,-6
CCc1ccc2nc(N(CCCN(C)C)C(=O)c3ccc(S(=O)(=O)N4CCCc5ccccc54)cc3)sc2c1,2,-7.3*,i,-9,i,-2,18,i,i,i,-23
Cc1ccc(S(=O)(=O)N2CCN(C(=O)CC3CCCC3)CC2)cc1,3,i,i,2,i,0,-4,i,i,i,-11
COCCn1c(SCc2ccc(OC)c(F)c2)nc2ccccc2c1=O,-3,i,-12*,5,-16*,-1,-6,i,i,i,-15
C=CCc1c(C)nc2c(OC)cccc2c1Cl,0,i,i,-5,i,1,6,i,x,i,-8
COc1cccc(-c2nc(CS(=O)(=O)CC(=O)NCCC(C)C)c(C)o2)c1,-1,i,i,1,i,3,0,i,i,i,-13
O=C1NC(=Nc2cccc([N+](=O)[O-])c2)SC1(CO)CO,-2,i,i,-3,i,-2,6,i,i,i,-2
Cc1ccc(C(=O)NC2CCN(CC(=O)NC3CCC(C)CC3)CC2)cc1 (centres undefined),0,i,i,4,i,2,-4,i,i,i,-4
COc1cc(C)nc(N(C)C(C)=O)n1,-2,i,i,-2,i,2,-1,i,i,i,-6
COc1ccc(S(=O)(=O)N2CCc3ccccc32)cc1C(=O)O,-2,i,i,-4,i,-6,0,i,i,i,-8
Cc1ccc(Cc2cnc(NC(=O)c3cccs3)s2)cc1,-3,i,i,6,i,0,12,i,i,i,-5
CC1(C)CC(=O)CC(C)(C)N1OC(=O)c1ccccn1,2,i,i,1,i,-7,-1,i,i,i,-4

Single records (already shown). Order of values: GSK3 alpha inh	RGS4 pot	KCNK3 block	HDAC3 inh	KCNK9 inh	GSK3B inh	DYRK1A inh	KCNQ1 inh	PolyA inh	KCNQ1 act	hERG rescue
`CC1(C)CC(=O)CC(C)(C)N1OC(=O)c1ccccn1` in the list: 2	i	i	1	i	-7	-1	i	i	i	-4
`Cc1ccc(Cc2cnc(NC(=O)c3cccs3)s2)cc1` in the list: -3	i	i	6	i	0	12	i	i	i	-5

The list continues.
mol,GSK3 alpha inh,RGS4 pot,KCNK3 block,HDAC3 inh,KCNK9 inh,GSK3B inh,DYRK1A inh,KCNQ1 inh,PolyA inh,KCNQ1 act,hERG rescue
CC(NC(=O)c1ccco1)c1nc(-c2ccccc2)no1 (centres undefined),0,i,i,7,i,-2,-4,i,i,i,-2
COc1cc(C(=O)Oc2ccccc2/C=N/NC(=O)c2ccc(Cl)cc2)cc(OC)c1OC,-1,i,i,6,i,-1,0,i,i,i,-12
Cc1cc(C)c(C#N)c(SCc2nnc(-c3ccccc3[N+](=O)[O-])o2)n1,0,i,i,0,i,4,-5,i,i,i,-10
CCN1CCN(C(=O)c2ccc(OCC(=O)Nc3ccc(F)cc3)c(OC)c2)CC1,1,i,i,-3,i,0,1,i,i,i,-8
CCOc1cc(/C=C2/C(=N)N3OC(C)=CC3=NC2=O)ccc1OCCOc1ccccc1,1,i,i,3,i,-5,-4,i,i,i,-15
CCCCNC(=O)CSc1nnc(Cc2ccc(Cl)c(Cl)c2)c(=O)[nH]1,-2,i,i,3,i,0,-8,i,i,i,-10
COCCCNC(=O)c1c(N)n(/N=C/c2cccnc2)c2nc3ccccc3nc12,0,i,i,3,i,-5,0,i,i,i,-11
O=C(OC(C(=O)NCc1ccc2c(c1)OCO2)c1ccncc1)c1ccc(Cl)nc1 (centres undefined),-4,i,i,-3,i,3,-4,i,i,i,-10
Cc1ccc(S(=O)(=O)CCC(=O)NCCC2=CCCCC2)cc1,0,i,i,-10,i,2,1,i,i,i,-8

High-throughput results (PubChem)

This is a subset. The share of hits here may be higher or lower than overall.
